KKLEB cytotox: reduces viability of KKLEB cystic fibrosis airway cells. KKLEB CF airway cells viability, ATPlite luminescence, overnight; active compounds read low; cells stimulated with P. aeruginosa culture filtrate. activity change (cytotoxicity), % at 5 µM. actives 0.36% (n = 360,000). AID 602141;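 active = corrected activity change at or below -50% at 5 µM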
Shn3 inh set2: inhibitors of Schnurri-3 3'UTR reporter in osteoblasts; Clone20 osteoblast Shn3 3'UTR firefly luciferase, 24 h; inhibition, % at 12.5 µM; actives 0.52% (n = 360,000); AID 588674;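 active = mean inhibition of at least 75% with every replicate also reaching 75%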;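 note: 0% = median of neutral control wells and 100% = pilot-screen positive control compound; some compounds past the cut are filed as inactive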
NR2E3 ag-1: NR2E3 (human) agonism | Q9Y5X4 | inhibition of corepressor binding, % at 4.78 µM | AID 2300 | GST-NR2E3/biotin-RetCOR TR-FRET, 1536-well | actives 0.12% (n = 320,000);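 active = percent inhibition above the cutoff of mean plus 3 SD of all tested compounds, set per screening campaign, cut at about 20% in these data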;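 note: 0% = DMSO wells and 100% = biotin wells as full block of FRET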
Target sequence (Q9Y5X4 whole entry, looked up): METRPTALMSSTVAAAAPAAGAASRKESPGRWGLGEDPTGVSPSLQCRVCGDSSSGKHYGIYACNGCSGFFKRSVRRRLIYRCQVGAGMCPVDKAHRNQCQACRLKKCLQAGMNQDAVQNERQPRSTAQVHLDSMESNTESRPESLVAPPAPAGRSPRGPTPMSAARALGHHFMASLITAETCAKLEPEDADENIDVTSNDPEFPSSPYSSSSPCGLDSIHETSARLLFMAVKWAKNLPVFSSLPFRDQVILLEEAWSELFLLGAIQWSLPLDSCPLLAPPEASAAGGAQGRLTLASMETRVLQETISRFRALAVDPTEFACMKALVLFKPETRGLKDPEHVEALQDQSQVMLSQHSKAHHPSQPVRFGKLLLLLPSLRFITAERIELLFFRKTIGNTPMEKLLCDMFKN
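System: GST-tagged NR2E3 plus biotinylated RetCOR corepressor; Buffer or medium: pH 7.5 Tris-based buffer; Probe or stimulus: RetCOR corepressor, biotinylated, 7 nM; Doses: compound at 4.8 µM, single dose; Schedule: 5 h incubation at 4 °C; Technique: time-resolved FRET; Evaluation: percent inhibition of TR-FRET ratio; Replication: one well per compound, singlicate testing.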
iPSC survival up: increases survival of single human iPS cells; survival enhancement, % at 20 µM; hiPSC single-cell survival, ATPlite luminescence; 100% = ROCK inhibitor wells, 0% = DMSO; AID 602274; actives 0.044% (n = 360,000); in the data active = survival enhancement above about 18%;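 note: cells exposed to compounds for 16 hours before the ATP read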
aDG glyco act: alpha-DG glycosylation activation. Pro5-aDG cells, alpha-DG glycosylation AlphaScreen (IIH6); 0% Pro5, 100% B10-LARGE cell signal. activation, % at 10 µM. actives 0.22% (n = 360,000);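 active = activation of at least 8% versus controls, or a plate z-score of at least 8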;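 note: Pro5 are CHO cells carrying HIG-tagged alpha-DG that lacks glycosylation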
CF NFkB block: blocks PAF-induced NF-kB reporter in cystic fibrosis cells; KKLEB NF-kB-GFP reporter, GFP fluorescence overnight; AID 588850; inhibition, % at 5 µM; actives 0.86% (n = 360,000);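 active = at least 50% inhibition at 5 µM, scaled per plate between neutral and stimulator controls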;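 note: PAF is a Pseudomonas aeruginosa culture filtrate used as stimulus; plate controls were PAF-stimulated DMSO wells for no effect and unstimulated DMSO wells for full effect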
TWEAK-Fn14 inh: blocks TWEAK-Fn14 interaction in a reporter cell assay; actives 2% (n = 360,000); TWEAK-stimulated Fn14 reporter cells, luciferase luminescence, 8 h; inhibition, % at 10 µM; AID 1159606; in the data active = inhibition above about 50%
HIF-2a block: HIF-2a inhibition; actives 0.72% (n = 360,000); AID 624352; 786-0 RCC cells HIF-2a reporter, luciferase luminescence, overnight; inhibition, % at 18.8 µM;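 active = inhibition of the luminescence signal of 40% or more relative to plate controls, in a single-dose primary screen at 18.75 µM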
NR2E3 ag-2: agonists of human NR2E3 nuclear receptor; Q9Y5X4; CHO-S Gal4-NCOR/VP16-NR2E3 two-hybrid, luciferase; inhibition of corepressor binding, % at 3.98 µM; actives 0.35% (n = 360,000); AID 602229;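 active = inhibition above the mean of all tested compounds plus 3 SD, cut at about 70% in these data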;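 note: 0% = DMSO with NR2E3 transfected cells and 100% = cells lacking NR2E3 construct; higher means lower luciferase signal from less NR2E3 corepressor binding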
Peg3 prom inh: reduces Peg3 promoter-driven luciferase expression in HeLa; actives 1.7% (n = 360,000); inhibition, % at 20 µM; HeLa PEG-Prom luciferase reporter, luminescence, overnight;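 active = inhibition of at least 50% at 20 µM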
MITF TRPM1 inh: inhibitors of MITF-driven TRPM1 promoter in melanoma cells | SK-MEL-5 TRPM1 promoter luciferase, 24 h | inhibition, % at 12.5 µM | AID 488899 | actives 0.83% (n = 330,000);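 active = mean inhibition across replicates of 60% or more, whatever share of single replicates reaches that level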; note: values of inactives mirror those of a sister screen read the other way
* marks the source's active call; other numbers are inactive results; nt = no result given.

nr	SMILES	KKLEB cytotox	Shn3 inh set2	NR2E3 ag-1	iPSC survival up	aDG glyco act	CF NFkB block	TWEAK-Fn14 inh	HIF-2a block	NR2E3 ag-2	Peg3 prom inh	MITF TRPM1 inh
1	Cn1ncc(C#N)c1NC(=O)C1CC(c2ccc(Cl)c(Cl)c2)=NO1 (stereo not given)	-10	-54	0	-2.6	0.0	14	-13	13	0	9	-5
2	CCCCNC(=O)[C@@H]1CC=C[C@@H]2CCN(Cc3ccc(Cl)c(Cl)c3)C(=O)[C@@H]21	1	-12	2	-1.7	0.7	-4	7	-4	18	17	6
3	CCCCNC(=O)CN1C(=O)NC2NC(=O)NC21 (stereo not given)	-13	-4	2	2.4	-0.2	14	20	2	-25	9	nt
4	CC(C)(C)c1ccc(C(=O)NCc2ccco2)cc1	10	-63	-1	-0.5	0.5	48	-18	-190	-55	-212	nt
5	Cc1cc(C)cc(-c2nnc(SCC(=O)NC3CC3)o2)c1	8	1	-1	0.3	-0.3	-10	-7	-42	-2	-22	-8
6	CN=c1scc(-c2ccccc2F)n1/N=C/c1ccc[nH]1	-55*	73	-1	-5.8	1.2	-17	105*	92*	97*	91*	90*
7	O=C(Cn1nnc2ccccc2c1=O)NCCc1ccc(Cl)cc1Cl	-11	9	5	0.0	0.1	-10	-23	12	-26	2	-2
8	C=CCN(C(=O)c1cccc(N2C(=O)C3CC=CC(C)C3C2=O)c1)c1ccccc1 (stereo not given)	-12	0	-1	-0.2	1.8	17	-3	3	-20	0	15
9	O=C1C(Nc2ccccc2)=C(N2CCCCC2)C(=O)c2ccccc21	4	6	3	-5.4	2.5	16	21	-1	-40	34	75*
10	CN1CCN(C(=O)/C(=C\c2cccs2)NC(=O)c2cccs2)CC1	11	3	4	-1.3	0.0	8	13	14	-16	1	-2
11	COc1ccc(Cl)cc1NC(=O)CNc1ccccc1CN(C)C1CCCCC1	-10	41	0	0.7	0.0	8	-5	18	-6	25	4
12	CCN(CC)C(=O)C1=C(C)N(Cc2ccccc2)C(=O)C(CC(=O)NCc2cccs2)C1 (stereo not given)	1	-20	nt	-2.1	1.4	-17	-5	8	10	8	nt
13	Cc1cc(/C=C(\C#N)C(=O)N2CCCCC2)cc(C)c1O	-2	1	2	-0.4	-0.1	6	14	-91	-19	-31	3
14	COc1cc(C(=O)Nc2cccnc2)cc(OC)c1OC	10	13	2	0.0	-0.1	-7	5	14	-13	0	10
15	COc1cc(/C=C2/C(=N)N3N=C(C(C)C)SC3=NC2=O)ccc1OS(=O)(=O)c1ccccc1	-3	-7	7	-0.3	0.0	5	-3	-17	-52	-23	-20
16	O=C(CSCc1c(F)cccc1Cl)Nc1cccnc1	-9	4	-1	-0.2	-0.1	5	-24	1	-1	-9	-4
17	Cc1cc(C(=O)NCCCOC(C)C)c2ccccc2n1	0	6	-1	3.4	-0.1	-3	8	10	3	-3	-2
18	Cc1c(C)c2ccc(OCC(=O)N3CCC[C@@H]3C(=O)O)c(C)c2oc1=O	-1	-4	0	1.1	-0.2	-13	-5	13	-5	18	nt
19	CCOc1ccc(C(=O)OC2CCN(C)CC2)cc1	4	-23	1	1.4	0.0	-6	3	-59	-41	-33	-29
20	O=C(OC(C(=O)NCc1cccs1)c1ccccc1F)c1ccco1 (stereo not given)	-5	7	1	-0.3	-0.1	-13	6	4	-15	-7	7
21	O=C(c1ccc2nc[nH]c2c1)N1CCc2ccccc2C1	1	-2	-2	-0.1	-0.1	20	-1	-7	5	-29	7
22	CCCCN=Cc1c(C)[nH]n(-c2ccccc2)c1=S	5	6	4	-0.1	-0.3	4	-5	1	-11	6	8
23	COc1ccc(CCNC(=O)[C@H](C)NC(=O)[C@@H]2CSC3c4ccccc4C(=O)N32)cc1 (stereo not given in full)	3	-7	5	0.0	-0.1	8	-24	-3	-11	-2	4
24	COc1ccc(C(=O)C2CCCN(Cc3ccc4nonc4c3)C2)c(OC)c1 (stereo not given)	1	1	-2	0.6	0.6	20	-4	7	21	-1	-9
25	Cc1cc2c(SCC(=O)Nc3cccc(O)c3)ncnc2s1	9	-21	nt	-0.7	-0.1	0	15	-28	-7	-58	2
26	CCN1C(=O)c2ccccc2S(=O)c2ccc(C(=O)N3CCN(C(=O)c4ccco4)CC3)cc21 (stereo not given)	20	-6	-3	-1.2	-0.2	-22	6	-8	10	-2	-4
27	Cc1ccc(N2CC(C)Cn3c2nc2c3c(=O)n(CC(=O)OCc3ccccc3)c(=O)n2C)cc1C (stereo not given)	-6	12	1	-2.9	0.5	4	2	19	-8	25	7
28	COc1cccc(CN(C)C(=O)C2CC(=O)N(c3ccc4c(c3)OCCO4)C2)c1 (stereo not given)	-4	12	-1	1.2	0.2	-8	-8	18	-31	5	1
29	Cc1nc(N2CCOCC2)sc1C(=O)NN	4	-1	3	-0.4	-0.1	4	25	20	-4	-1	11
30	COc1ccc(/C(C)=N/NC(=O)CNC(=O)c2ccco2)cc1	4	-5	1	-0.4	-0.1	-8	23	11	3	1	2
31	COc1ccc(Cn2nnnc2C(c2ccccc2Cl)N2CCC(C(N)=O)CC2)cc1 (stereo not given)	-2	5	3	0.6	0.0	7	-6	1	8	11	7
32	COC(=O)c1ccc(NC(=O)Cc2ccccc2)cc1	-4	-95	6	-1.6	-0.3	1	-18	-125	-62	-174	-50
33	COc1ccc(NC(=O)CCN2CCCCCC2)cc1	-3	-10	-2	-2.6	0.4	-13	-29	4	7	-10	3
34	Cc1csc(=O)n1CC(=O)OCc1nnc(-c2ccc(Cl)cc2)o1	11	-12	-1	1.2	0.2	-14	-25	-97	-9	-45	-22
35	O=C(NCc1ccco1)C12CN(Cc3ccccc3)CC1C(c1ccc([N+](=O)[O-])cc1)=NO2 (stereo not given)	-12	-24	1	-1.8	0.2	7	-10	4	-14	3	7
36	CCOC(=O)N1CCC(NC(=O)c2oc3c(F)cccc3c2C)CC1	17	-81	3	-0.1	0.0	-7	-30	-171	-5	-150	-41
37	CCCCNc1cc(=O)oc2ccccc12	1	14	3	-1.8	0.2	0	-2	-9	12	8	-1
38	Cc1ccc(C(=O)N/C(=C/c2cccs2)C(=O)NCc2ccco2)cc1	8	12	0	-0.3	-0.4	-2	2	8	-23	2	7
39	CC(=O)N1CCN(S(=O)(=O)c2cccc(C(=O)NNC(=O)Cn3nc(C)cc3C)c2)CC1	-18	-3	1	-0.7	0.1	29	11	-5	16	-12	-5
40	Cc1cccc2cc(CN(Cc3ccco3)C(=O)c3ccco3)c(=O)[nH]c12	2	14	3	-0.3	0.0	-5	9	13	11	10	-3
41	CCOC(=O)c1ccccc1NC(=O)c1ccccc1NS(C)(=O)=O	-9	1	0	6.6	-0.2	-3	-9	11	-23	20	7
42	CC(OC(=O)c1ccc(NS(=O)(=O)c2ccc3[nH]c(=O)[nH]c3c2)cc1)C(=O)Nc1ccc(Cl)cc1 (stereo not given)	11	-15	-1	1.2	0.7	-4	-10	14	-2	26	6
43	CCOc1ccc(N2CC(C(=O)Nc3ccc(F)cc3F)CC2=O)cc1 (stereo not given)	6	8	1	2.3	-0.2	-20	18	19	-21	6	-2
44	COc1cccc(OCc2cc(C(=O)N3CCN(c4ccccc4OC)CC3)no2)c1	-19	-73	-3	-0.4	0.3	29	-39	-189	-77	-281	-83
45	Cc1cc(C(=O)CSc2nnc(-c3ccco3)o2)c(C)n1-c1ccc2c(c1)OCCO2	-5	42	4	1.3	0.2	0	42	-62	32	8	22
46	COc1cc(OC)c(OC)cc1/C=N/Nc1ncnc2c1[nH]c1ccccc12	-29	-3	3	-1.0	-0.3	30	38	5	9	89*	-9
47	COc1ccc(NC(=O)Nc2ccc3c(c2)C(=O)N([C@H](C)CO)C[C@H](C)[C@H](CN(C)Cc2ccc(C(=O)O)cc2)OCCCC[C@@H](C)O3)cc1	15	3	nt	-0.1	0.2	9	-16	6	-2	-5	nt
48	Cc1cc(=O)[nH]c2ccc(S(=O)(=O)Nc3ccc(O)cc3)cc12	0	14	1	0.0	-0.1	10	-44	15	-32	18	-4
49	CC(C)C(=O)NC(=O)COC(=O)/C=C/c1cccs1	-2	1	0	0.0	-0.1	4	-6	16	-4	-1	9
50	COc1cccc(C(=O)NCC(=O)NCc2cc(=O)n(C)c(=O)n2C)c1	-2	6	1	1.2	0.6	-5	-2	8	3	-10	-9
51	O=C(CSc1ccc(Cl)cc1)Nc1cccc(-c2nnc(-c3ccco3)o2)c1	-5	-8	-4	2.7	-0.1	4	-12	-13	-39	-135	-20
52	CNC(=O)c1ccsc1NC(=O)CN1C(=O)CCC1=O	-9	7	1	0.0	-0.1	10	1	12	-10	2	6
53	CCOC(=O)Cc1nn(C)c(=O)c2ccccc12	-8	36	1	-1.0	-0.2	9	28	-5	-24	8	-2
54	CCCC(=O)Nc1ccc(N2CCN(C(=O)c3cc4ccccc4o3)CC2)cc1	-4	9	6	-0.4	0.1	9	-1	5	-24	18	-10
55	O=C(NC(=O)c1ccccc1Cl)Nc1ccc(-c2cnco2)cc1	6	-20	1	1.0	0.0	-3	-34	-72	-31	-36	-37
56	O=C(Nc1ccc2c(c1)OCCO2)C1CCN(C(=O)c2ccc([N+](=O)[O-])cc2)CC1	-1	-30	-1	-2.9	-0.1	2	9	11	17	4	-7
57	Oc1ccc(-n2cccc2/C=N/n2cnnc2)cc1	10	13	3	-1.4	0.3	-8	4	4	0	2	-2
58	CCc1c(O)c(/C(C)=N\O)c(=O)n(-c2ccccc2)c1-c1ccccc1	-3	-1	4	0.2	-0.1	1	15	13	-1	15	-10
59	CCCNC(=O)C1(C)CCCN(Cc2cccc(C(F)(F)F)c2)C1 (stereo not given)	-14	3	nt	-3.0	0.2	12	13	9	-15	3	nt
60	O=C(c1ccc2c(c1)OCO2)N1CCC2(CC1)Oc1ccc(Cl)cc1C(=O)C21CC(c2ccccc2)=NO1 (stereo not given)	7	11	1	-2.0	-0.4	19	4	6	19	-7	3
61	CCC(=O)c1ccc(OCC(=O)OCC(=O)N(CCC#N)c2ccc3c(c2)OCCO3)cc1	-3	-4	nt	6.1	0.2	-40	14	7	5	9	3

Compounds from the list above that contain a nitro group on carbon (two):
nr	SMILES	KKLEB cytotox	Shn3 inh set2	NR2E3 ag-1	iPSC survival up	aDG glyco act	CF NFkB block	TWEAK-Fn14 inh	HIF-2a block	NR2E3 ag-2	Peg3 prom inh	MITF TRPM1 inh
35	O=C(NCc1ccco1)C12CN(Cc3ccccc3)CC1C(c1ccc([N+](=O)[O-])cc1)=NO2 (stereo not given)	-12	-24	1	-1.8	0.2	7	-10	4	-14	3	7
56	O=C(Nc1ccc2c(c1)OCCO2)C1CCN(C(=O)c2ccc([N+](=O)[O-])cc2)CC1	-1	-30	-1	-2.9	-0.1	2	9	11	17	4	-7
